TRHR ag – qHTS for Small Molecule Agonists and Allosteric Enhancers of Human TRH Receptor: Primary Screen for Agonists; TRHR cells, calcium flux fluo-8, FDSS agonist mode; activation, % at 2 µM; 360,000 tested, 0.18% active; in the data active = activation above about 30%; also: 0% is about no effect
Target sequence (P34981 whole entry, looked up): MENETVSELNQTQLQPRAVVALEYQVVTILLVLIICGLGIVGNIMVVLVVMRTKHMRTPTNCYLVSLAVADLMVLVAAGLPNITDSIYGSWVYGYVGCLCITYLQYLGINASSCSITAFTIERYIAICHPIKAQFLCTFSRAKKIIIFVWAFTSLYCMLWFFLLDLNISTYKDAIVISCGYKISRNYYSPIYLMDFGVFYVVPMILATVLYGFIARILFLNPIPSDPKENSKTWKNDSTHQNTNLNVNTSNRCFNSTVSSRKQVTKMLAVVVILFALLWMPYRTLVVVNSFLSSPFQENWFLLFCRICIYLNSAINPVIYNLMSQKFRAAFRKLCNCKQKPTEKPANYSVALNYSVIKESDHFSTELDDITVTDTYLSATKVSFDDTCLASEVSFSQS
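In this calcium-flux screen, cells bearing human TRHR are dye-loaded with fluo-8, baselined for 10 cycles, then exposed to library compounds; positive kinetic calcium responses during the agonist phase mark hits, with TRH as control.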
RXFP1 antag – qHTS Assay for Antagonists of the Relaxin Receptor RXFP1; Relaxin receptor 1 (Homo sapiens), Q9HBX9; HEK293-RXFP1, relaxin-stimulated cAMP HTRF, 30 min; hits give low values; activity change, negative = inhibition, % at 57.5 µM; 350,000 tested, 0.59% active;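 active = activity change of -60% or lower, but not beyond a set lower limit; inconclusive = change between -60% and -40%, or beyond the set limit; inactive = change above -40%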; also: % is scaled to controls: 0 for no effect and ±100 for the full control effect
D1 ag – Allosteric Agonists of the Human D1 Dopamine Receptor: qHTS; D(1A) dopamine receptor (Homo sapiens), P21728; HEK293 T-REx D1 cells, calcium flux, agonist mode; activation, % at 2 µM; 360,000 tested, 1% active; in the data active = activation above about 30%; also: 0% is about no effect
Target sequence (P21728 whole entry, looked up): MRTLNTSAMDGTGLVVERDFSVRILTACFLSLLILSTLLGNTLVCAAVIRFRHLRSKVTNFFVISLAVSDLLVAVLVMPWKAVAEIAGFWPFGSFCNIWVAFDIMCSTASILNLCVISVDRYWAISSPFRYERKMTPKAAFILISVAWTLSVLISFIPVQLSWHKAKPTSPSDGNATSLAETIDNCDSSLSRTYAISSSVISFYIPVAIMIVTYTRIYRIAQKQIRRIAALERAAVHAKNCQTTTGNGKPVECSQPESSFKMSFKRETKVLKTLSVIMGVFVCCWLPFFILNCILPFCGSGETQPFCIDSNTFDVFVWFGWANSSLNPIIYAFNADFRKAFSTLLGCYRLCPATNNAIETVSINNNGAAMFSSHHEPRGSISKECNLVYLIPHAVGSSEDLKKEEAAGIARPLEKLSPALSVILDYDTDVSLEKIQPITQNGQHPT
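Tetracycline-induced HEK293 TREx D1 cells, force-coupled to calcium signalling, were dye-loaded with a no-wash calcium kit. Compound was pin-added after a 10 s baseline. Fluorescence was read kinetically at 1 cycle/s for 180 s, with calcium rises flagged as agonism.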
D1 antag – Antagonist of Human D 1 Dopamine Receptor: qHTS; AID 504652, 2011; D(1A) dopamine receptor (Homo sapiens), P21728; 360,000 tested, 3.2% active; HEK293 TREx D1 cells, calcium flux, dopamine EC80; hits give low values; activity change, negative = inhibition, % at 10 µM; in the data active = activity change below about -30%; also: % is scaled to controls: 0 for no effect and ±100 for the full control effect
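Antagonism measured as reduced calcium response to an EC80 dopamine addition following 180 s compound pre-read; cells were inducible HEK293 Trex D1 plated overnight at 30 C, read kinetically at 1 cycle/sec.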
D1 potentiator – Potentiators of Human D1 Dopamine Receptor: qHTS; D(1A) dopamine receptor (Homo sapiens), P21728; HEK293 TREx D1 cells, calcium flux, dopamine EC20 potentiation; potentiation, % at 10 µM; 360,000 tested, 0.036% active; AID 504651, 2011; in the data active = potentiation above about 30%; also: 0% is about no effect
RXFP1 ag – qHTS Assay for Agonists of the Relaxin Receptor RXFP1; Relaxin receptor 1 (Homo sapiens), Q9HBX9; HEK293T-RXFP1 cAMP TR-FRET, 30 min; response scale: percent of porcine relaxin response, buffer zero; Potency, µM (doses to about 57.5 µM), for the others: top-dose activation, usual class: activators; 370,000 tested, 0.3% active; also: potency is read from the fitted curve at half-maximal effect; % is scaled to controls: 0 for no effect and ±100 for the full control effect; nearly all actives have a fitted effect of over 60% in size; many of its hits are not listed in these tables
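HEK293T cells stably expressing RXFP1 were pretreated with the PDE4 inhibitor Ro 20174, exposed to compounds for 30 min at 37C, lysed, and cAMP was read by TR-FRET. Data normalized to buffer (basal) and 29 nM porcine relaxin (100%).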
TRHR enhancer – qHTS for Small Molecule Agonists and Allosteric Enhancers of Human TRH Receptor: Primary Screen for Enhancers | TRHR cells, fluo-8 calcium fluorescence, EC20 TRH enhancement | enhancement, % at 2 µM | 360,000 tested, 0.66% active; in the data active = enhancement above about 30%; also: 0% is about no effect
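TRHR-expressing cells loaded with fluo-8 calcium dye were read kinetically (ex 480/em 530) during compound addition, then stimulated with an EC20 of TRH (10 nM final). Enhancement of the Gq-mediated intracellular calcium response was scored.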
D2 PAM – HTS Assay for Positive Allosteric Modulators of the Human D2 Dopamine Receptor: Primary Screen for Potentiators; AID 485347, 2010; HEK293 T-REx D2, calcium flux, EC20 dopamine potentiation; 340,000 tested, 0.34% active; D(2) dopamine receptor (Homo sapiens), P14416; potentiation, % at 10 µM;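 active = potentiation over 3 SD above the plate norm, cut at about 30% in these data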; also: 0% is about no effect
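Tetracycline-induced HEK293 T-REx cells force-coupled to calcium signalling expressed D2; compounds were pin-added after a 10 s baseline, read kinetically 180 s, then an EC20 dopamine challenge followed with a further 180 s calcium read.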
Apoferritin bind – qHTS Assay for Identification of Novel General Anesthetics; Ferritin light chain (Equus caballus), P02791; 350,000 tested, 0.074% active; apoferritin/1-aminoanthracene competitive binding, fluorescence; Potency, µM (doses to about 77.5 µM), for the others: top-dose activity change, negative = displacement, usual class: inhibitors; also: potency is read from the fitted curve at half-maximal effect; % is scaled to controls: 0 for no effect and ±100 for the full control effect; nearly all actives have a fitted effect of over 20% in size
Target sequence (P02791 2-175 limits assumed): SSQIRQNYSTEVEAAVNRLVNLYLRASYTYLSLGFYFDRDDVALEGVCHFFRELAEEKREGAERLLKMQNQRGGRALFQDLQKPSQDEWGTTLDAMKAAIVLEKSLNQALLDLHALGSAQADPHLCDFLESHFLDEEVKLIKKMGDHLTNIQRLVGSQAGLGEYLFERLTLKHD
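Probe: 1-aminoanthracene (50% saturated, PBS). Protein: horse-spleen apoferritin, 10 uM. Incubation: 10 min, room temperature. Detection: 380 nm excitation, 535 nm emission. Analysis: normalized response, four-parameter Hill.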
Numbers without * were called inactive; ? = inconclusive; nt = not tested or not shown; & = joins results of further samples; [ ] = another dose, or the depositor's remark. Unless noted, calls follow the shape of the dose curve; as a rule, active = well fitted curve in the direction sought with a large enough effect; inconclusive = small, poorly fitted or top-dose-only effect, or another doubt; inactive = no such curve, though single readings can be large; an effect the other way counts as inactive or inconclusive. A portion of the library; rates above refer to the full screens.

SMILES	TRHR ag	RXFP1 antag	D1 ag	D1 antag	D1 potentiator	RXFP1 ag	TRHR enhancer	D2 PAM	Apoferritin bind
COc1ccc(C(=O)NNC(=S)NC(=O)c2ccco2)cc1	2.3	-0.7	8.0	-6.9	4.7	-0.2%	2.1	-2.6	-13.0%
CC(C)c1ccc2nc(NC(=O)C3CC3)sc2c1	0.9	0.4	8.4	6.5	0.9	-0.4%	1.9	2.7	-21.2%
COc1ccc(C(=O)c2oc3ccccc3c2NC(C)=O)cc1	-0.3	-6.0	2.1	-2.2	-4.7	4.1%	-7.4	7.0	-11.9%
Cn1ccc2ccc(C3=CC(=O)C[C@H](c4ccc(F)cc4)C3)cc21	0.3	nt	-1.3	nt	0.9	-1.6%	15.9	-12.4	nt
COc1cc(OC)c(N(C)S(=O)(=O)c2cccc(C(=O)Nc3nnc(C4CC4)s3)c2)cc1Cl	0.1	4.8	3.4	-22.6	3.2	3.7%	-3.9	20.0	-1.9%
NC(=O)c1ncc(C(F)(F)F)cc1Oc1cccc(C(F)(F)F)c1	-0.5	-3.8	2.1	-11.3	1.6	0.6%	-1.4	-0.5	-13.3%
Cc1ccc(NS(=O)(=O)c2ccc3c(c2)CC(=O)N3)cc1C	0.2	2.2	7.4	-10.6	-7.7	-0.1%	-4.3	-3.4	-12.5%
CC1(C)OC(=O)N(c2ccccc2)C12C=Cc1cc(Br)ccc1O2 (centres undefined)	0.2	-13.4	1.9	-18.7	-3.5	0.7%	-4.7	-8.0	0.4%
COc1ccc(Br)cc1S(=O)(=O)Nc1cc(-c2cn3ccccc3n2)ccc1C	1.0	nt	-1.5	-0.1	0.4	0.3%	-2.9	-5.3	-13.5%
COC(=O)/C=C1\S/C(=N/NC(=O)c2ccc(OC)cc2)NC1=O	0.7	-4.4	2.3	-10.0	-3.0	3.1%	0.2	15.6	-1.5%
Cc1csc(NC(=O)C2CCCN2C(=O)Oc2ccccc2)n1 (centres undefined)	0.1	8.5	0.2	9.5	0.1	0.6%	-5.3	nt	-10.1%
CCn1c(SCc2cccc(F)c2)nc2c(c1=O)SCC2	-1.3	-15.1	7.8	-7.0	-2.9	0.0%	-7.9	1.5	-11.0%
COc1ccc(N(CC(=O)Nc2cc(OC)ccc2OC)S(C)(=O)=O)cc1	0.0	-0.3	0.6	-4.4	2.0	0.1%	3.2	4.9	-5.2%
Cc1ccccc1Nc1nc(N)c2ccccc2n1	0.2	21.7	1.1	2.1	-8.1	1.2%	-3.8	-9.6	?
COc1cc([N+](=O)[O-])ccc1Nc1nc(C)cc(C)n1	-1.0	-4.3	1.9	10.6	-6.1	3.6%	-5.2	4.0	-4.8%
O=C(N/N=C/c1cccc(O)c1)C(=O)N1CCCCCC1	0.2	8.7	-0.7	16.1	0.7	2.3%	-3.3	-6.5	2.2%
O=C(CNC(=O)OCc1ccccc1)Oc1cc2oc(=O)cc(-c3ccccc3)c2cc1Cl	0.6	-14.8	15.5	-16.7	4.4	14.0%	-4.6	-13.9	249.8%[activator]
CN(C(=O)Cn1ncc2c1-c1ccccc1OC2)c1ccc(Br)cc1	-0.3	nt	-1.5	7.4	7.8	-1.7%	-2.6	nt	-2.6%
Cc1ccc(-n2c(SCC(=O)NCc3ccc(F)cc3)nc3c([nH]c4ccccc43)c2=O)cc1	-0.5	nt	4.1	8.3	-3.0	4.6%	2.6	6.9	3.3%
Cc1ccc(CS/C(Nc2ccccc2C)=C(\C#N)C(=O)NCc2ccco2)c(C)c1	-0.2	-7.3	30.2*	-23.7	-4.1	0.3%	16.7	20.3	-7.5%
CCOC(=O)c1ccc(N2Cc3cc(C)c(C)cc3C2)cc1O	1.1	nt	0.6	-2.5	5.0	0.0%	-1.0	11.4	4.0%
Cn1c(SCC(=O)N2CC(=O)Nc3ccccc32)nc2ccccc2c1=O	0.1	-5.3	0.9	-3.6	3.1	0.5%	-4.2	-3.5	nt
COc1nc(NCc2cccnc2)nc(NC2CCCCC2)n1	-0.3	-6.9	0.9	-3.7	-1.0	1.6%	7.2	12.1	?
CSCC[C@H](NC(=O)OC(C)(C)C)C(=O)N1CCC(C(=O)N[C@@H](C)C(=O)O)CC1	-0.6	2.4	-0.1	8.5	7.1	1.8%	-12.8	-16.6	-6.9%
COc1ccc(N(C(=O)Cc2cccs2)C(C(=O)NC2CCCCC2)c2cccn2C)cc1 (centres undefined)	3.7	13.6	17.1	2.2	-2.2	3.2%	-1.6	-1.7	-15.0%

The list goes on:
SMILES	TRHR ag	RXFP1 antag	D1 ag	D1 antag	D1 potentiator	RXFP1 ag	TRHR enhancer	D2 PAM	Apoferritin bind
N#Cc1ccc(N=c2ssnc2Cl)cc1	0.2&0.6	27.9	7.9&10.1	17.0&10.2	-5.3&2.2	0.0%&0.8%	4.1&-4.9	3.0&-2.5	-16.3%
O=C(Cn1cc(SCc2c(F)cccc2Cl)c2ccccc21)N1CCCCCC1	2.0	-27.4	8.5	-0.3	-3.2	-2.2%	-3.4	2.7	173.9%[activator]
CCOc1ccc(C(=O)CCC(=O)N2CCC(C(=O)OC)CC2)cc1	0.7	0.6	1.3	-1.7	-4.2	2.9%	2.5	-4.7	-11.0%
CCOC(=O)N1CCN(Cc2nc3cc(NC(=O)CC)ccc3n2C)CC1	0.1	-2.7	0.7	0.8	5.2	2.7%	8.9	4.7	1.6%
O=C(Nc1c(C(=O)N2CCN(c3ccc(F)cc3)CC2)oc2ccccc12)c1ccco1	-0.4	-14.5	3.4	-11.2	-4.0	nt	-7.1	-2.0	6.7%
O=c1c2sc3ccccc3c2n(Cc2ccccc2Cl)c(=O)n1Cc1ccccc1	0.6	nt	0.4	-5.2	1.2	-0.9%	8.0	1.5	-3.1%
O=C(CSc1nnnn1-c1ccc(F)cc1)NNC(=O)c1ccco1	0.0	0.6	1.3	-0.8	3.9	-1.4%	-7.1	0.8	-0.2%
CCCCN1CC(c2nc3ccccc3n2CCCCOc2ccc(C)c(C)c2)CC1=O (centres undefined)	-0.1	nt	1.6	0.3	-1.9	-1.8%	-2.7	-2.1	-3.4%
Cc1ccc(C(=O)NC2CCN(C(=O)Nc3ccccc3)CC2)cc1	-0.4	7.4	-0.5	8.7	-6.2	0.8%	0.8	-6.5	-6.2%
Cc1noc(Cn2c(=O)c3cc4c(cc3n(CC(=O)Nc3ccccc3F)c2=O)OCO4)n1	0.2	-18.1	0.1	-2.4	-0.4	2.6%	-3.5	-2.0	-1.7%
COc1cc(/C=C/C(=O)O)cc(OC)c1OC	-0.1	nt	11.4	5.7	11.6	2.5%	7.2	17.1	5.6%&35.0%
Cc1nc2scc(C)n2c(=O)c1S(=O)(=O)NCCc1ccccc1	0.4&0.4	1.8&-1.0	10.2&1.7	15.9&22.8	2.2&-1.5	3.1%&4.9%	-1.6&-3.4	4.8&0.5	-3.6%&-0.1%
Cc1ccc2cc(CCNC(=O)Cc3cccs3)c(=O)[nH]c2c1	0.3	nt	-3.4	20.8	-2.5	-1.8%	8.5	-4.6	-2.5%
COc1ccc(CCNC(=O)CCCn2c(=O)c3cccn3c3cccnc32)c(OC)c1	-2.1	29.6	0.4	-5.5	-6.5	24.7%	-9.7	-17.7	-1.7%
NC(=O)c1ccc(N2CCCCC2)c(N2C(=O)C3C4C=CC(C4)C3C2=O)c1 (centres undefined)	0.2	-8.6	1.1	9.4	3.0	2.6%	7.4	-8.7	-12.8%
CCOc1ccc(NC(=O)/C(C#N)=C/c2ccc(N3CCCC3)c(C)c2)cc1	31.7*	-16.5	376.8*	-5.0	4.2	-1.6%	8.6	-3.5	-4.9%
O=C(CSc1nnc(-c2ccccc2Cl)o1)Oc1ccc(Br)cc1	1.9	-2.1	0.9	-12.7	-4.8	2.9%	14.3	0.9	-20.0%
Cc1ccnc(-n2c(C)cc(C=O)c2C)c1	1.7	-3.1	3.1	1.4	-1.4	0.2%	19.6	2.0	-1.9%
C/C=C(/C(=C/C)c1ccc(O)cc1)c1ccc(O)cc1	-1.6	-30.9	5.1	14.6	-3.1	0.3%	2.8	15.6	?
COc1cc2c(cc1OC)C(c1cccc([N+](=O)[O-])c1)=NCC2	-0.4	-8.0	2.0	4.2	-1.3	2.1%	-0.4	-2.7	-10.9%
COc1ccc(S(=O)(=O)NCCCN2CCCC2=O)c(OC)c1	0.9	-13.0	3.8	-12.1	3.5	0.6%	3.1	-1.7	-4.1%
O=C(c1ccco1)N1CCN(C(=O)c2cc(-c3ccccc3)nc3ccccc23)CC1	-0.5	-3.8	0.6	10.6	-3.6	2.1%	-5.8	8.2	-19.2%
COc1ccc(CCNC(=O)CSc2nnc(-c3ccc(F)cc3)o2)cc1OC	-0.3	-7.2	0.6	-8.5	-5.1	2.2%	1.7	-8.4	-10.2%
CC(=O)Nc1ccc(S(=O)(=O)N2CCC(C(=O)NCCC(=O)NCc3ccncc3)CC2)cc1	0.6	16.9	3.9	-7.7	5.8	-2.4%	-0.3	2.7	-1.3%
Cc1ccc(C(=O)N(c2ccccn2)C(C)c2ccco2)cc1C (centres undefined)	0.2	-2.7	1.2	-16.9	0.6	1.8%	2.7	4.7	-12.3%

4 entries from above, with values under each structure.
Under each structure – TRHR ag | RXFP1 antag | D1 ag | D1 antag | D1 potentiator | RXFP1 ag | TRHR enhancer | D2 PAM | Apoferritin bind
> COc1ccc(CCNC(=O)CSc2nnc(-c3ccc(F)cc3)o2)cc1OC
  -0.3 | -7.2 | 0.6 | -8.5 | -5.1 | 2.2% | 1.7 | -8.4 | -10.2%
> COc1ccc(CCNC(=O)CCCn2c(=O)c3cccn3c3cccnc32)c(OC)c1
  -2.1 | 29.6 | 0.4 | -5.5 | -6.5 | 24.7% | -9.7 | -17.7 | -1.7%
> CC1(C)OC(=O)N(c2ccccc2)C12C=Cc1cc(Br)ccc1O2 (centres undefined)
  0.2 | -13.4 | 1.9 | -18.7 | -3.5 | 0.7% | -4.7 | -8.0 | 0.4%
> Cc1ccc(NS(=O)(=O)c2ccc3c(c2)CC(=O)N3)cc1C
  0.2 | 2.2 | 7.4 | -10.6 | -7.7 | -0.1% | -4.3 | -3.4 | -12.5%

Screening results deposited in PubChem by National Center for Advancing Translational Sciences (NCATS).
